High-throughput results: PubChem, Broad Institute
S100A4 MyoIIA: inhibitors of S100A4-myosin IIA peptide binding, primary screen, biochemical, fluorescence polarization, TAMRA-MyoIIA peptide. 360,000 tested, 0.14% active. inhibition, % at 10.7 µM;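 active means mean inhibition of at least 70% across replicates, with every replicate also reaching that level; inconclusive means mean inhibition reaches 70% but some replicates fall short; inactive means mean inhibition below 70%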
Target sequence (P26447 whole entry, looked up): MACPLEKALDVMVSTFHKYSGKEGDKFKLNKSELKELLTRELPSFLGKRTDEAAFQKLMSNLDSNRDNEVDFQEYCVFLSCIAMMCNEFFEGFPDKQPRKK
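Assay system: human S100A4 monomer with TAMRA-labelled myosin IIA peptide / Buffer or medium: Calcium-containing HEPES buffer, pH 7.2 / Reagent: TAMRA-labelled myosin IIA heavy-chain peptide probe, 5 nM / Compound: one dose per compound / Timing: polarization read 5 min after assay mix addition, stable 5–60 min / Benchmarks: neutral control DMSO, positive control TFP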
SIRT5 block: SIRT5 desuccinylase inhibitors, primary screen, biochemical, fluorescence imaging, single point, set 5. NAD-dependent protein deacylase sirtuin-5, mitochondrial (Homo sapiens), Q9NXA8. Purified SirT5, succinyl-peptide AMC, trypsin-coupled fluorescence. inhibition, % at 15 µM. 330,000 tested, 1.1% active; in the data active means inhibition above about 15%; inconclusive means no clear call, values can overlap the other calls
LGR2 antag: inhibitors of bursicon-induced LGR2 CRE-luciferase signal, primary screen, cell-based, HEK293, CRE-luciferase reporter, bursicon stimulation. 380,000 tested, 0.35% active. AID 720647, 2013. bursicon-stimulated, 4 h. inhibition, % at 9.99 µM;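 active means drop in luminescence signal, shown as inhibition above about 50% in the replicate tests, limit read from the data, passing the limit was not always enough; inconclusive means probably only some replicates passing the limit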;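 further: agonist challenge used bursicon conditioned medium at about half maximal strength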
ERAP1 HTS inh: human ERAP1 aminopeptidase inhibitors, primary screen, biochemical, single point, plate reader; Endoplasmic reticulum aminopeptidase 1 (Homo sapiens), Q9NZ08; recombinant ERAP1, Leu-AMC fluorescence, 60 min; inhibition, % at 10.7 µM; 340,000 tested, 0.15% active;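 active means mean replicate inhibition of at least 30%, or all replicates individually reaching that 30% level; inactive means mean below 30% and not every replicate reaching it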;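 further: 0% = neutral control wells and 100% = L-leucinethiol positive control wells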
Target sequence (Q9NZ08 whole entry, looked up): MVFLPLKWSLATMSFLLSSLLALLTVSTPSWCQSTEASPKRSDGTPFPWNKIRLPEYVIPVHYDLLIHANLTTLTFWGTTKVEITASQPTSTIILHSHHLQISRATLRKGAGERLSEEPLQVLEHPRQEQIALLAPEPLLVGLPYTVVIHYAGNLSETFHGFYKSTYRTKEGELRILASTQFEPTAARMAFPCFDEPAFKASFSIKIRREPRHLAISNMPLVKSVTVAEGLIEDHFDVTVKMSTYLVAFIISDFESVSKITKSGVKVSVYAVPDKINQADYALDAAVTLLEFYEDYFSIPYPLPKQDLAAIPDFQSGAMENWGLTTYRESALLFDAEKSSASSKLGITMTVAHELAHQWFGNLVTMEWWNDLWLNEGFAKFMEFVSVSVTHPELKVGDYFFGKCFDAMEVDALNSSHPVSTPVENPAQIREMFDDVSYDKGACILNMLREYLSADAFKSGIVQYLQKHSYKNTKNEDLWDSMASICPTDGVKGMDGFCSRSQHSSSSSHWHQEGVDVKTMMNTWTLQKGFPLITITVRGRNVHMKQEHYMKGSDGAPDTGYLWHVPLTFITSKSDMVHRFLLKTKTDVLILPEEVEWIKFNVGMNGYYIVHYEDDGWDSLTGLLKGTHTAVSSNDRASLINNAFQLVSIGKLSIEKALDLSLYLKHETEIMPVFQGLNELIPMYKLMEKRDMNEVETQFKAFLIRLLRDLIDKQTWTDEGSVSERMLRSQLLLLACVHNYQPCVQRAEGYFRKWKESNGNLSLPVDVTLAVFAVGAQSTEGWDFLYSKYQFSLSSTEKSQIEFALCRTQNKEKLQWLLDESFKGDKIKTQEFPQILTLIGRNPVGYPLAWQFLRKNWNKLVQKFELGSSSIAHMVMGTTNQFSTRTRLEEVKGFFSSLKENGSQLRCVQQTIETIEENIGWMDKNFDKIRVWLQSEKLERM
PGC1a acetyl inh: inhibitors of PGC1a acetylation signal, primary screen, cell-based, U2OS, AlphaScreen, inhibitor mode; AlphaScreen anti-acetyl-lysine; with virally co-expressed GCN5 acetyltransferase; 350,000 tested, 0.17% active; AID 651687, 2012; inhibition, % at 15.6 µM;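 active means every replicate shows inhibition of at least 40%; inconclusive means mean inhibition at least 40% but some replicate below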;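 further: 0% = neutral control wells and 100% = positive control wells; some results beyond the cut were filed as inactive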
Cneo AK release: Cryptococcus neoformans cell lysis inducers, primary screen, AK release luminescence, single concentration | 360,000 tested, 0.2% active | lysis activity, % at 15 µM | C. neoformans lysis, adenylate kinase release luminescence, 4 h; normalised: neutral wells 0, clomiphene wells 100;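 active means mean lysis activity across replicates of at least 80%, whatever share of replicates individually reach that level; inactive means mean lysis activity below 80%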
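Material – log-phase Cryptococcus neoformans yeast cells · Input – 5 × 10^6 yeast cells/mL · Medium – fresh YPD growth medium · Doses – single compound concentration per well · Timing – static 4 h at 37 °C with compound, 1 h detection · Detection – adenylate kinase release luminescence · Read-out – signal increase indicating cell lysis · Control set – Clomiphene as positive lysis control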
XiGFP reactiv: activators of inactive X chromosome reactivation, primary screen, imaging, XiGFP fibroblasts, GFP high-content imaging, set 2 | XiGFP mouse fibroblasts, % GFP-positive cells imaging, 3 d; cells co-treated with 5-aza-dC sensitizer; scaled so ellipticine positive control = 100% | activation, % at 7.58 µM | 360,000 tested, 0.055% active;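 active means mean normalized replicate activation at least 10% and every replicate at or above 10%; inconclusive means only one of the two criteria met; inactive means mean below 10% and not all replicates reach 10%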;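 further: 0% = median of on-plate neutral control wells and 100% = ellipticine 6 µM median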
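assay system = SV40-immortalized XiGFP fibroblast cells, line 68-5-11 | buffer or medium = DMEM plus 5-aza-dC sensitizer | doses = single-point pinned compound dosing | times = 3-day compound exposure, then 15 min fixation at room temperature | benchmarks = positive control ellipticine, 6 µM final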
Statin myotox sup: suppressors of statin myotoxicity in C2C12 myotubes, primary screen, cell-based, single point, plate reader. C2C12 myotubes + simvastatin, ATP luminescence, 48 h; scaled: DMSO 0, geranylgeraniol control 100. rescue of ATP level, % at 7.49 µM. 330,000 tested, 0.78% active. AID 602340, 2012;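 active means mean ATP rescue above about 67%, or every replicate alone reaching that limit, limit read from the data, passing the limit was not always enough; inconclusive means no clear call, values can overlap the other calls; inactive means mean under the limit and some replicate under it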;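 further: myotubes were challenged with 10 µM simvastatin during compound exposure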
An asterisk follows results filed as active; ? = inconclusive; · = no result given. These rows are one share of the data, so the mix of outcomes need not match the whole.

SMILES	S100A4 MyoIIA	SIRT5 block	LGR2 antag	ERAP1 HTS inh	PGC1a acetyl inh	Cneo AK release	XiGFP reactiv	Statin myotox sup
CCN(CC)c1c([N+](=O)[O-])c(=O)n(C)c2ccccc12	1	5	·	4	·	·	0.0	·
CCN(CC)C(=O)c1ccc2nc([C@H]3C[C@H](O)[C@@H](CO)O3)[nH]c2c1	0	·	1	-2	4	3	0.0	3
OC[C@@H]1Nc2ccc(-c3cccc(F)c3)cc2[C@@H]2[C@H]1CCN2Cc1ccncc1	22	-6	-10	2	·	·	0.0	·
Cc1nn2c(N3CCCC3)c3c(nc2c1-c1ccccc1)CCC3	-1	-1	-3	-1	2	-3	0.0	·
CCn1ncc([N+](=O)[O-])c1C(=O)n1nc(C)cc1C	-10	-6	-30	-1	·	·	0.2	·
O=C(Nc1ccc(N2CCN(c3ccc(C(F)(F)F)cn3)CC2)nc1)c1cccs1	0	-4	·	1	·	·	0.0	·
C[C@@H]1CN([C@H](C)CO)C(=O)c2cc(NS(=O)(=O)c3ccc(Cl)cc3)ccc2O[C@@H]1CN(C)Cc1ccc(-c2ccccc2)cc1	-9	30*	18	1	-2	6	0.2	·
C=CCNc1cc(=O)n(Cc2ccccc2)c(=O)[nH]1	4	-8	11	·	·	·	0.0	·

One compound at a time (already shown).
Shown for O=C(Nc1ccc(N2CCN(c3ccc(C(F)(F)F)cn3)CC2)nc1)c1cccs1 = S100A4 MyoIIA = 0; SIRT5 block = -4; LGR2 antag = ·; ERAP1 HTS inh = 1; PGC1a acetyl inh = ·; Cneo AK release = ·; XiGFP reactiv = 0.0; Statin myotox sup = ·
Shown for C=CCNc1cc(=O)n(Cc2ccccc2)c(=O)[nH]1 = S100A4 MyoIIA = 4; SIRT5 block = -8; LGR2 antag = 11; ERAP1 HTS inh = ·; PGC1a acetyl inh = ·; Cneo AK release = ·; XiGFP reactiv = 0.0; Statin myotox sup = ·
Shown for CCn1ncc([N+](=O)[O-])c1C(=O)n1nc(C)cc1C = S100A4 MyoIIA = -10; SIRT5 block = -6; LGR2 antag = -30; ERAP1 HTS inh = -1; PGC1a acetyl inh = ·; Cneo AK release = ·; XiGFP reactiv = 0.2; Statin myotox sup = ·

Additional compounds
SMILES	S100A4 MyoIIA	SIRT5 block	LGR2 antag	ERAP1 HTS inh	PGC1a acetyl inh	Cneo AK release	XiGFP reactiv	Statin myotox sup
CCCC(=O)N1CCC2(CC1)CN[C@H](CO)c1[nH]c3cc(OC)ccc3c12	-4	3	-26	0	5	·	0.0	·
CN(C)CC(=O)Nc1ccc2c(c1)[C@H]1C[C@H](CC(=O)NCc3ccc4c(c3)OCO4)O[C@@H](CO)[C@H]1O2	2	1	16	2	-4	3	0.0	5
N#C[C@@H]1[C@@H](c2ccc(-c3cccc(F)c3)cc2)[C@H](CO)N1C(=O)CN1CCOCC1	8	-1	5	-4	6	-1	-0.1	-5
CN(C)C(=O)c1cccc(-c2ccc3c(c2)[C@H]2[C@H](CCN2C(=O)C2CCC2)[C@@H](CO)N3)c1	-2	-1	2	-1	-13	·	0.2	·
COc1ccc2c3c(n(C)c2c1)[C@@H](CO)NCC31CN(C(=O)Nc2ccc3c(c2)OCO3)C1	15	·	-1	0	-1	·	0.2	·
CS(=O)(=O)c1ccc(Cl)c(C(=O)NC2CCSc3ccccc32)c1 (centres undefined)	2	-3	-3	-2	5	2	0.0	8
COc1cc(CCC(=O)NCC2CCCO2)cc(OC)c1OC (centres undefined)	13	0	10	2	-2	-1	0.1	·
CCCNc1c(NS(=O)(=O)c2c(F)c(F)c(F)c(F)c2F)c(=O)oc2ccccc12	-7	-1	15	-3	-2	1	0.1	0

Further compounds
SMILES	S100A4 MyoIIA	SIRT5 block	LGR2 antag	ERAP1 HTS inh	PGC1a acetyl inh	Cneo AK release	XiGFP reactiv	Statin myotox sup
Cc1cccc(NS(=O)(=O)c2cc(C(=O)OC(C)C(=O)NCc3ccc4c(c3)OCO4)ccc2C)c1 (centres undefined)	2	-5	16	0	-10	-2	0.0	·
COc1ccc(-n2nc(C(=O)NCC(=O)NCCC3=CCCCC3)c3ccccc3c2=O)cc1	-4	-2	-1	3	·	1	0.3	-1
COc1ccccc1CCNC(=O)C(=O)NCC1OCCN1S(=O)(=O)c1ccc2c(c1)OCCO2 (centres undefined)	-7	2	17	-4	-9	-1	0.1	2
COc1ccc(C2c3c(oc4ccccc4c3=O)C(=O)N2CCN2CCOCC2)cc1OC (centres undefined)	-6	2	-2	·	?	-1	0.0	-8
C[C@@H]1CCCCO[C@@H](CN(C)Cc2ccc(C(F)(F)F)cc2)[C@@H](C)CN([C@@H](C)CO)C(=O)c2cc(NS(=O)(=O)c3ccccc3)ccc2O1	6	13	13	-2	-3	3	0.1	·
CCOC(=O)CNC(=O)COc1coc(CN2CCN(c3ccccc3)CC2)cc1=O	0	-4	-13	-1	4	-1	0.0	1
S=c1nc[nH]c2c1sc1nc(-c3ccccc3)c3c(c12)CCCC3	2	-2	10	2	·	·	0.1	·
CCS(=O)(=O)c1nc(S(=O)(=O)c2ccc(Cl)cc2)c(NCCCN2CCOCC2)s1	-8	2	0	-5	-9	-2	0.0	10

Next records follow.
SMILES	S100A4 MyoIIA	SIRT5 block	LGR2 antag	ERAP1 HTS inh	PGC1a acetyl inh	Cneo AK release	XiGFP reactiv	Statin myotox sup
C[C@@H]1CN([C@H](C)CO)C(=O)CCCn2cc(nn2)CO[C@H]1CN(C)C(=O)CCCN(C)C	-5	-1	11	-2	10	10	-0.4	11
CCS(=O)(=O)Nc1ccc2c(c1)C(=O)N(C)C[C@H](OC)[C@@H](C)CN(C(=O)c1ccc3c(c1)OCO3)[C@@H](C)CO2	-6	0	-2	-1	-2	-5	0.0	0
CCOCc1nnc(NC(=O)c2ccc3c(c2)OCO3)s1	0	-1	-17	-1	7	5	0.0	-4
CSc1sc(C(=O)NCC2CC2)c(-c2cccs2)c1C#N	-2	1	-8	·	11	0	0.0	-10
O=C(Nc1ccnn1C1CCN(C(=O)c2ccc(F)cc2)CC1)C1CCOC1 (centres undefined)	-4	-1	-12	3	9	3	0.0	7
O=C(CC1CCCCC1)Nc1ccc(-c2ccc3nncn3n2)cc1	2	2	-4	3	11	·	0.0	·
CC1(C)CC(=O)c2c(O)c(-c3ccccc3)c(=O)n(-c3ccccc3)c2C1	·	·	-2	·	3	1	0.0	·
O=C(CSc1nnc(NC(=O)C2CC2)s1)NCc1ccccc1	-17	-3	4	1	3	-1	0.0	2

New compounds follow
SMILES	S100A4 MyoIIA	SIRT5 block	LGR2 antag	ERAP1 HTS inh	PGC1a acetyl inh	Cneo AK release	XiGFP reactiv	Statin myotox sup
COc1cc(CN2CCN(CCCc3ccccc3)CC2CCO)cc(OC)c1 (centres undefined)	-6	2	0	-3	-25	0	0.0	0
C[C@@H]1CCCCO[C@H](CN(C)C(=O)Nc2ccc(C(F)(F)F)cc2)[C@H](C)CN([C@@H](C)CO)C(=O)c2cc(NS(C)(=O)=O)ccc2O1	-7	3	30	2	7	1	-0.3	·
Cc1ccc(CCC(=O)Nc2ccc([N+](=O)[O-])cc2)o1	-1	5	·	1	-24	1	0.0	-24
CCC1CN(C(=O)NCc2ccccc2)c2ccccc2O1 (centres undefined)	1	-2	-8	-3	3	1	0.3	13
NCCNC(=O)Cn1c(=O)c2c3c(sc2n(Cc2ccccc2)c1=O)CCCC3	-6	-14	6	-1	7	-1	0.2	-20
Cc1[nH]c2ccccc2c1NC(=O)CN1CCN(C(=O)c2ccco2)CC1	-7	-2	-14	0	-1	1	0.0	·
CCCC#Cc1ccc2c(c1)O[C@@H](CN(C)Cc1cccnc1)[C@H](C)CN([C@@H](C)CO)S2(=O)=O	-3	2	0	3	12	-2	-0.7	-73
COc1ccc2c3c(n(C)c2c1)[C@@H](CO)N(C(=O)C1CCOCC1)CC31CN(C(=O)C2CC2)C1	-15	2	-3	1	·	·	0.0	·

New compounds follow.
SMILES	S100A4 MyoIIA	SIRT5 block	LGR2 antag	ERAP1 HTS inh	PGC1a acetyl inh	Cneo AK release	XiGFP reactiv	Statin myotox sup
Cc1occc1C(=O)N/N=C/C=C/c1ccccc1	-1	3	-139	2	·	·	0.0	·
CO[C@@H]1CN(C)C(=O)c2ccc(NS(=O)(=O)c3ccccc3C)cc2OC[C@H](C)NC[C@H]1C	9	7	8	-4	-3	-6	-0.6	-1
COc1ccc(CN(C)C[C@@H]2OCCCC[C@@H](C)Oc3ccc(NC(=O)Nc4cccc5ccccc45)cc3C(=O)N([C@H](C)CO)C[C@H]2C)cc1	1	5	·	-1	-5	0	-0.1	·
COC(=O)C[C@@H]1CC[C@H]2[C@H](COc3ccc(NC(=O)c4cccs4)cc3C(=O)N2C)O1	·	·	-1	·	-4	-4	0.0	14
COC(=O)c1c(C)oc(C)c(C(=O)OC)c1=O	·	·	-24	·	7	5	·	2
COc1cc2c(cc1NC(=O)CSc1nccn1C)oc1ccccc12	-2	1	-30	9	-1	22	0.0	-25
Cc1[nH]c2ccc(C(=O)OC(C)C(=O)NCc3ccccc3)cc2c1C (centres undefined)	-9	-3	4	2	·	-1	0.1	-23
COc1ccc(-c2cc(C(=O)OCC(=O)NC(C)C)c3ccccc3n2)cc1	-1	-1	-15	12	6	·	0.4	·
CCCNC(=O)N1[C@H](CO)[C@@H]2c3ccccc3N(C)C[C@@H]21	1	1	15	3	2	-2	0.0	13
CCOc1ccc(/C=C2/Sc3ccc(C(=O)NCC4CCCO4)cc3N(C)C2=O)cc1OC (centres undefined)	-1	1	-7	2	1	0	0.2	-5
